USP30 inh: blocks human USP30 ubiquitin-rhodamine cleavage | purified USP30, Ub-rhodamine cleavage fluorescence | inhibition, % at 25 µM | 5.3% of 47,000 active
UCHL1 block: blocks human UCHL1 ubiquitin-rhodamine cleavage. P09936. inhibition, % at 20 µM. purified UCHL1, Ub-rhodamine cleavage fluorescence. AID 1645859. 0.2% of 47,000 active
USP17 block: human USP17-like deubiquitinase inhibition | 6.5% of 47,000 active | AID 1645855 | purified USP17, Ub-rhodamine cleavage fluorescence, 3 h | inhibition, % at 50 µM
USP7 inh: blocks human USP7 ubiquitin-rhodamine cleavage; Q93009; purified USP7, Ub-rhodamine cleavage fluorescence; inhibition, % at 20 µM; 0.3% of 47,000 active; AID 1645854
OTUD3 inh: blocks human OTUD3 ubiquitin-rhodamine cleavage; purified OTUD3, Ub-rhodamine fluorescence, 2 h; AID 1645858; inhibition, % at 25 µM; 0.7% of 47,000 active; Q5T2D3
USP10 inh: inhibitors of human USP10 deubiquitinase; purified USP10, Ub-rhodamine fluorescence, 60 min; inhibition, % at 20 µM; 1.1% of 47,000 active; AID 1645856
USP8 inh: blocks human USP8 ubiquitin-rhodamine cleavage. P40818. purified USP8, Ub-rhodamine cleavage fluorescence, 30 min. inhibition, % at 20 µM. 4.2% of 47,000 active
Target sequence (P40818 whole entry, looked up): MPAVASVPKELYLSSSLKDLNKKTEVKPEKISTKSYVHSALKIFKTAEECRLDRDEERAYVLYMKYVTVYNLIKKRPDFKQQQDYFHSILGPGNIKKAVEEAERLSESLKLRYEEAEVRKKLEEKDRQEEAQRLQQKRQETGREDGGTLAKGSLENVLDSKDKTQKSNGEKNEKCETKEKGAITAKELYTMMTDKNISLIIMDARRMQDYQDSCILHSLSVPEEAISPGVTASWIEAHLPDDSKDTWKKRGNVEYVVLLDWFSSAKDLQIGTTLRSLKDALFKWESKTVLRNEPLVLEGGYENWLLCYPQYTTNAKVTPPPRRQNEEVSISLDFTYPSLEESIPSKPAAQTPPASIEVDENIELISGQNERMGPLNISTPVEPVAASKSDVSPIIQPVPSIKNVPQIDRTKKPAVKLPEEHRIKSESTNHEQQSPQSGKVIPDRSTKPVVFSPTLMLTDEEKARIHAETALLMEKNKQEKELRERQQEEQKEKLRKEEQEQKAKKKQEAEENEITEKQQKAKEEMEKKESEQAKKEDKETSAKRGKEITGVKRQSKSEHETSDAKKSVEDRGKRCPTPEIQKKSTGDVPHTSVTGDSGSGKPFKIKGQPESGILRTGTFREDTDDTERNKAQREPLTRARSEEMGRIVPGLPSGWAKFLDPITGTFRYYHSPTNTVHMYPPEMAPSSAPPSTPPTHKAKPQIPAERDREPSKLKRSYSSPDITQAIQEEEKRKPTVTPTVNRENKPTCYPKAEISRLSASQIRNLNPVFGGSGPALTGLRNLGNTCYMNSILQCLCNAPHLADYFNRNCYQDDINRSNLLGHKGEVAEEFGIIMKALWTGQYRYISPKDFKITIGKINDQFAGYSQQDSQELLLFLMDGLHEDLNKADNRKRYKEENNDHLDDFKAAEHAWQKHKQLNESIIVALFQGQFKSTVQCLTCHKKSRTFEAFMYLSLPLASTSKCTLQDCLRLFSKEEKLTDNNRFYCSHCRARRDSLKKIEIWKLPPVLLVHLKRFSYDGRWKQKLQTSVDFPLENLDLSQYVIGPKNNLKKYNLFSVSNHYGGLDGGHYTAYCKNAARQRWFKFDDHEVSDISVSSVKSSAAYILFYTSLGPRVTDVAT
USP28 inh: human USP28 deubiquitinase inhibition; 3% of 47,000 active; purified USP28, Ub-rhodamine cleavage fluorescence, 30 min; Q96RU2; inhibition, % at 25 µM
The depositor's hits bear a star; . = no result given. No stated cut-off is given here; in the data, active means inhibition above about 30%; inactive means the rest.

Under each structure – USP10 inh	USP30 inh	OTUD3 inh	USP7 inh	USP8 inh	USP28 inh	UCHL1 block	USP17 block
COc1ccccc1CN1CCCCC12Cc1ccccc1CNC2=O (stereo unspecified)
 : 1	8	8	4	4	1	-2	-3
Cc1nc(CS(=O)(=O)c2ccccc2)cc(N2CCN(c3ccccc3F)CC2)n1
 : -4	-60	-21	-3	-26	-27	0	-10
CC(=O)c1ccc(N(C(=O)c2ccc(Cl)cc2)c2nc3ccccc3s2)cc1
 : 1	-16	0	6	2	-4	3	-39
CCOc1ccc(-c2nc(Cn3nnc(C(=O)Nc4ccccc4C)c3C)c(C)o2)cc1
 : 6	43*	17	7	19	17	1	.
c1coc(-c2nnc([C@H]3CCN(CC4CC4)C3)o2)c1
 : -3	1	14	-2	21	9	0	-14
CCCN1CC(=O)N2C(c3cccc4ccccc34)c3[nH]c4ccccc4c3C[C@@H]2C1=O (stereo partly specified)
 : -2	-125	-30	-11	-13	-36	-12	-29
COc1ccc(CCNC(=O)Cn2cc(S(=O)(=O)Cc3ccc(C)cc3)c3ccccc32)cc1OC
 : 4	-3	4	4	2	7	4	16
O=C1NCC2(C/C=C/CCOc3ccccc31)CCN(C(=O)c1cnccn1)CC2
 : 1	29	8	5	-3	16	1	8
COc1cccc(C(=O)NCC(c2cccnc2)S(=O)(=O)c2ccc(Cl)cc2)c1 (stereo unspecified)
 : -1	-22	-6	-1	-21	-12	-1	-14
COc1ccc(-c2cc(NC(=O)c3ccccc3F)n(C3CCS(=O)(=O)C3)n2)cc1 (stereo unspecified)
 : 3	-18	-3	3	-20	-8	-1	-11

The final 2 entries of the part above come first, to join the parts.
Under each structure – USP10 inh	USP30 inh	OTUD3 inh	USP7 inh	USP8 inh	USP28 inh	UCHL1 block	USP17 block
COc1cccc(C(=O)NCC(c2cccnc2)S(=O)(=O)c2ccc(Cl)cc2)c1 (stereo unspecified)
 : -1	-22	-6	-1	-21	-12	-1	-14
COc1ccc(-c2cc(NC(=O)c3ccccc3F)n(C3CCS(=O)(=O)C3)n2)cc1 (stereo unspecified)
 : 3	-18	-3	3	-20	-8	-1	-11
CC(=O)Nc1c(-c2ccc(F)cc2)c(C)nn1-c1ccc(C(=O)NCc2ccccn2)cc1
 : -3	2	3	0	0	12	-1	4
O=C1OC(C(=O)Nc2ccccc2C(F)(F)F)Cc2ccccc21 (stereo unspecified)
 : 1	8	2	-9	0	0	0	-1
CCOC(=O)c1noc2nc(C)nc(NCc3ccc(OC)cc3)c12
 : 3	-11	-2	0	40*	-6	0	.
Cc1ccnc(-n2c(C)c(C)c3c(=N)n(Cc4ccco4)cnc32)c1
 : 0	18	13	1	-2	4	0	3
O=C(NCCCN1CCCC1=O)c1cccc2c1C(=O)N(C1CCCCC1)C2
 : -1	18	8	-4	1	6	0	-6
Cc1ccc(NC(=O)N2CCCC2c2cc(C)on2)c(Cl)c1 (stereo unspecified)
 : -1	8	-3	-5	16	-5	-3	.
COc1ccc([C@H]2C[C@@H](NCc3cccc(C)c3OC)CC[C@]23CCC(=O)N3)cc1OC
 : 3	-5	-8	-1	-4	-8	-3	-10
Cc1csc2nc(COC(=O)c3cccc(NC(=O)C(C)(C)C)c3)cc(=O)n12
 : -2	-20	-5	1	-3	-3	0	1
COCCCn1c(C(=O)N(Cc2ccccc2)Cc2ccccc2)cc2c(=O)n3ccccc3nc21
 : 4	-1	9	9	2	2	10	6
O=C(CCc1nnc2n(Cc3ccccc3Cl)c(=O)c3ccccc3n12)NCCN1CCCC1
 : -1	7	2	-32	0	4	0	9

Later entries.
Under each structure – USP10 inh	USP30 inh	OTUD3 inh	USP7 inh	USP8 inh	USP28 inh	UCHL1 block	USP17 block
Cc1sc(NC(=O)CN(C)C2CCCCC2)nc1-c1ccc2c(c1)CCN2C(=O)C1CCCCC1
 : 7	-21	-9	1	10	-6	1	17
O=C(C1CC(=O)N(c2ccc(Cl)cc2)C1)N1CCc2ccccc2C1 (stereo unspecified)
 : -1	8	9	-13	5	15	5	13
Cn1c(=O)cc(SCC(=O)N2CCN(Cc3ccc4c(c3)OCO4)CC2)c2ccc(Cl)cc21
 : -4	1	-24	0	-6	-12	-3	-12
COc1cc2c(=O)n(Cc3ccccc3)c(=O)n(CC(=O)N3CCCc4ccccc43)c2cc1OC
 : 28	34*	15	7	20	9	3	25
COc1cc(-n2c(C)nc3cc(C(=O)N4CCc5ccccc54)ccc32)cc(OC)c1OC
 : -1	3	-16	0	1	-15	2	-15
O=C(/C=C/c1ccc2c(c1)OCO2)NCc1nnc2c(C(F)(F)F)cc(Cl)cn12
 : -4	-86	-14	-14	-12	-11	-2	-19
O=C(NCCC1=CCCCC1)c1ccc2ccnc(N3CCN(c4ccccc4F)CC3)c2c1
 : 6	1	-1	6	28	2	4	5
COc1cccc(CNc2ncnc3c2CN(C2CCCNC2)C(=O)CN3C)c1 (stereo unspecified)
 : 5	11	11	7	-79	13	3	-10
COc1cccc(CNC(=O)C2CCCN(c3nc4ccccc4[nH]3)C2)c1 (stereo unspecified)
 : 0	.	4	5	0	.	1	4
COc1ccc(Cl)cc1C(=O)Nc1ccc2c(c1)N(C(=O)c1ccco1)CCC2
 : 11	9	8	-2	7	10	4	0

Continued (five carried over from the part before).
Under each structure – USP10 inh	USP30 inh	OTUD3 inh	USP7 inh	USP8 inh	USP28 inh	UCHL1 block	USP17 block
O=C(/C=C/c1ccc2c(c1)OCO2)NCc1nnc2c(C(F)(F)F)cc(Cl)cn12
 : -4	-86	-14	-14	-12	-11	-2	-19
O=C(NCCC1=CCCCC1)c1ccc2ccnc(N3CCN(c4ccccc4F)CC3)c2c1
 : 6	1	-1	6	28	2	4	5
COc1cccc(CNc2ncnc3c2CN(C2CCCNC2)C(=O)CN3C)c1 (stereo unspecified)
 : 5	11	11	7	-79	13	3	-10
COc1cccc(CNC(=O)C2CCCN(c3nc4ccccc4[nH]3)C2)c1 (stereo unspecified)
 : 0	.	4	5	0	.	1	4
COc1ccc(Cl)cc1C(=O)Nc1ccc2c(c1)N(C(=O)c1ccco1)CCC2
 : 11	9	8	-2	7	10	4	0
CCN(CC)c1ccc(C(=O)CN2CCC(S(=O)(=O)c3ccc(C)cc3)CC2)cc1
 : -7	-55	-16	-5	6	-16	-4	4
CC1NC(=O)C2(CCN(C(=O)Nc3ccc(F)cc3)CC2)NC1=O (stereo unspecified)
 : 4	14	3	-6	3	4	-2	5
Cn1cc(-c2nc(-c3ccccn3)no2)c(=O)c2ccccc21
 : 3	6	0	5	-9	-3	-5	-1
CCc1ccccc1NC(=O)Cn1c(SCc2ccc(F)cc2)nc2cccnc21
 : 36*	57*	27	22	70*	43*	2	86*
CCc1ccc(NC(=O)C(C)Nc2ccccc2NCCc2ccccc2)cc1 (stereo unspecified)
 : -5	-209	-38	-4	64*	-43	0	-4
COc1ccc(CCn2cnc3scc(-c4ccccc4)c3c2=O)cc1OC
 : 0	-7	-6	-8	-5	-6	-2	-1
CCn1cc(C(=O)N2CCCC2c2noc(C3CC3)n2)cn1 (stereo unspecified)
 : -3	2	15	5	19	12	0	15
CC1(C)Cc2c(c(-c3ccco3)nc3sc4c(NCCCN5CCOCC5)ncnc4c23)CO1
 : -3	-105	-13	8	-4	-18	9	-6
O=C(CSc1ncnc2c1oc1ccccc12)Nc1ccc2c(c1)OCCO2
 : 12	-16	1	2	1	-1	0	65*
CC1(C)Cc2c(c(N3CCOCC3)nc3sc4c(SCCO)ncnc4c23)CO1
 : -1	.	-1	1	0	.	0	-1

Following part.
Under each structure – USP10 inh	USP30 inh	OTUD3 inh	USP7 inh	USP8 inh	USP28 inh	UCHL1 block	USP17 block
CSc1ccc(Cn2cccc2C2=NC(C(C)C)CO2)cc1 (stereo unspecified)
 : 6	12	15	5	25	14	1	14
Cc1cc(Nc2ccccn2)n(-c2ccccc2C(F)(F)F)n1
 : -1	-25	-6	-5	-34	-10	-5	-13
CCC(=O)N(C1CCOCC1)C1CCN(S(=O)(=O)c2ccc(Cl)cc2)CC1
 : 0	7	0	4	-2	6	3	-2
COc1ccc2c(c1)CCc1c-2n[nH]c1C(=O)N1CCN(C)CC1
 : 0	-6	0	-3	-2	-6	1	3
Cc1ccccc1C(=O)Nc1ccc(-c2nnc(SC(C)C(=O)O)n2C)cc1 (stereo unspecified)
 : 0	-10	-11	2	-50	-17	-5	-13
COc1ccc(OCc2nc(CSc3cc(C)c(Cl)cc3C)cs2)cc1
 : 7	-4	-1	6	5	-4	3	-11
O=C(Nc1ccc(N2CCOCC2)cc1)c1cnc2ccccc2n1
 : -1	-38	-12	-6	-4	-11	-6	7
O=C(NCc1ccc2c(c1)OCO2)c1cc2ccccc2s1
 : 6	30	22	9	23	41*	7	23
Cc1ccc(CN2CCC(N3CCN(C(=O)c4cc(Cl)ccc4C)CC3=O)CC2)o1
 : -5	-85	-20	-9	-31	-41	-10	-31
CCN(CC(=O)Nc1ccc(C(C)=O)cc1)Cc1nc2cc(OC)c(OC)cc2c(=O)[nH]1
 : -2	-13	-5	0	-3	-10	-1	-8

Additional results:
Under each structure – USP10 inh	USP30 inh	OTUD3 inh	USP7 inh	USP8 inh	USP28 inh	UCHL1 block	USP17 block
Cc1ccc(NC(=O)c2cc(-c3ccccn3)n[nH]2)cc1Cl
 : 18	12	-6	3	-7	10	-1	2
Cc1sc(NC(=O)CN2CCc3ccccc3C2)nc1-c1ccc2c(c1)CCN2C(=O)C1CCCCC1
 : -7	-76	-26	-10	76*	-2	-2	54*
CC(C)[C@@H](C(=O)O)n1c(=O)[nH]c2ccccc2c1=O
 : 8	0	-4	2	2	-10	-1	-3
COc1ccc(Cl)cc1NC1c2ccccc2C(=O)N1c1ccc(C)cn1 (stereo unspecified)
 : 4	-2	0	3	-4	-1	3	-1
CCOC(=O)N1CCC(NC(=O)CCn2c(=S)oc3ccccc32)CC1
 : 7	34*	21	2	-9	17	-4	26
O=C1CC(C(=O)Nc2ccccc2F)N=C(N2CCN(c3ccccc3F)CC2)N1 (stereo unspecified)
 : 1	17	3	1	3	8	2	0
COc1cc(OC)nc(C(=O)N2CCN(Cc3ccccc3)CC2)n1
 : -1	11	5	3	13	8	1	6
O=C(NC[C@@H]1OC[C@H]2CN(CC3CCOC3)CC[C@H]21)c1ccnnc1 (stereo partly specified)
 : 0	28	16	6	-90	10	-1	-7
O=C(COc1ccccc1)Nc1ccc(-c2nc3cnccc3o2)c(O)c1
 : 25	-16	-18	36*	84*	-33	-2	0
CC1(C)OC(=O)[C@]2(C)C[C@@H](C(=O)Nc3cccc4cccnc34)[C@@]1(C)N2
 : -2	-1	-2	1	-4	1	0	-5

More structures.
Under each structure – USP10 inh	USP30 inh	OTUD3 inh	USP7 inh	USP8 inh	USP28 inh	UCHL1 block	USP17 block
COc1ccc(CCC(=O)NCC(c2cccs2)N2CCOCC2)cc1 (stereo unspecified)
 : 2	4	6	1	7	0	1	5
C[C@@H]1CCC2[C@](C)(CO)CCC[C@]2(C)[C@@]12CC[C@@](CO)(CCO)O2 (stereo partly specified)
 : 5	28	15	6	12	9	0	11
Cc1ccc(CNC(=O)C2Oc3ccccc3NC2=O)cc1 (stereo unspecified)
 : 4	-10	-15	-4	2	-1	0	.
Cc1nn2c(CNC(=O)Cc3cccc(F)c3)c(C)nc2s1
 : 0	-1	0	4	-3	2	2	-4
COc1ccc(S(=O)(=O)N2CCC[C@@H](Cn3nnc(-c4ccncc4)n3)C2)cc1
 : -3	10	0	-1	-3	5	0	4
O=C(CC1C(=O)N(C2CCCC2)c2nc3ccccc3n21)Nc1ccc2c(c1)OCCO2 (stereo unspecified)
 : 1	-12	-2	-3	5	0	5	-3
Cc1ccccc1NC(=O)CNc1ccc(C#N)cc1
 : -5	-7	-6	-3	9	0	0	-7
O=C(NCc1ccccc1F)c1cccc(S(=O)(=O)N2CCCCC2)c1
 : 2	-22	-12	0	-2	-17	0	2
